High-throughput results deposited in PubChem BioAssay by Broad Institute.
GASC1 inh: blocks human GASC-1 (KDM4C) demethylase activity; inhibition, % at 12.5 µM; Q9H3R0; 96,000 tested, 0.15% active; GST-KDM4C 2-372, H3K9me3 peptide, LANCE TR-FRET;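 active = mean replicate inhibition above about 25%, with at least 55% of replicates also reaching it, limit read from the data, passing the limit was not always enough; inconclusive = only one of those two conditions met; inactive = neither condition met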
Target sequence (Q9H3R0 2-372 limits assumed): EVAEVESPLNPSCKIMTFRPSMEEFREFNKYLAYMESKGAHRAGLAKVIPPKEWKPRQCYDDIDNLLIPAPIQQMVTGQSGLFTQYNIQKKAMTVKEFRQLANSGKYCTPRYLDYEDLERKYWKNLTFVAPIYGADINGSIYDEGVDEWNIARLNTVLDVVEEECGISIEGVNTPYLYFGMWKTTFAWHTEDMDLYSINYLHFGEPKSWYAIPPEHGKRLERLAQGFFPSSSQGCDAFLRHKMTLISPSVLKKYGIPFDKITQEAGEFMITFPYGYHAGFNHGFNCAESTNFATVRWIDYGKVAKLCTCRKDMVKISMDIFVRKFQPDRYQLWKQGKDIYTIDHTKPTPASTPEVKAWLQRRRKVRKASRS
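Material: GST-tagged GASC-1 (JMJD2C) catalytic fragment, aa 2-372 / Quantity: enzyme final amount 10 nM / Medium: HEPES buffer, pH 7.5, plus ascorbate / Doses: one test concentration per compound / Incubation: 30 min reaction, 60 min detection, RT / Measured by: LANCE TR-FRET / Read-out: inhibition from TR-FRET ratio decrease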
T cruzi growth: blocks T. cruzi growth in NIH3T3 culture | inhibition, % at 8.34 µM | T. cruzi beta-gal in NIH3T3, GalScreen luminescence, 90 h | 77,000 tested, 5.9% active;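 active = mean inhibition above about 93%, with at least 55% of replicates each passing it, limit read from the data, passing the limit was not always enough; inconclusive = only one of those two conditions holds; inactive = neither condition holds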
Pf Dd2 growth: blocks growth of Plasmodium falciparum Dd2 parasites | P. falciparum Dd2 growth, SYBR Green, 72 h; hits give low values | activity change, % at 10 µM | AID 1159554 | 94,000 tested, 2.3% active; in the data active = activity change below about -80%; inconclusive = no clear call, values can overlap the other calls
C diff HTS: blocks growth of Clostridium difficile; growth activity, negative = inhibition, % at 16 µg/mL (by protocol); Clostridium difficile clinical isolate growth, OD600, 24 h; hits give low values; 86,000 tested, 0.25% active; AID 1259249;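 active = mean growth activity at or below -80% and every replicate also at or below -80%; inconclusive = mean at or below -80% but some replicate above -80%; inactive = mean growth activity above -80%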;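 also: 0% = DMSO wells and -100% = levofloxacin 16 µg/mL wells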
An asterisk follows results filed as active; ? = inconclusive; . = not tested or not shown; & = joins results of further samples; ! = not active in a repeat. Compounds were not picked by outcome. About 6.7% of those tested had a hit in this group.

SMILES	GASC1 inh	T cruzi growth	Pf Dd2 growth	C diff HTS
CO[C@H]1CN(C)C(=O)c2ccc(NS(=O)(=O)c3cn(C)cn3)cc2OC[C@H](C)N(C)C[C@@H]1C	0.4	.	-33.9	-1.6
O=C(c1ccccc1F)N1CC(=O)N2[C@H](C1)[C@@H](c1ccc(-c3ccc(F)cc3)cc1)[C@@H]2CO	-1.7	.	-89.1*	-9.1
CCC(=O)N1CC2(C1)[C@@H](c1ccc(-c3ccccc3C)cc1)[C@@H](CO)N2C(C)=O	-1.4	.	-47.0	-10.5
COc1ccccc1-c1ccc([C@H]2[C@H](CO)N3CCCCN(C(=O)NC4CCCC4)C[C@@H]23)cc1	3.0	77.2	16.1	-12.0
CO[C@@H]1CN(C)C(=O)c2ccc(NC(C)=O)cc2OC[C@H](C)N(Cc2cncnc2)C[C@H]1C	0.4	-6.0	29.0	.
C[C@@H]1CCCCO[C@@H](CN(C)S(=O)(=O)c2ccccc2)[C@H](C)CN([C@H](C)CO)C(=O)c2cc(NC(=O)C3CCCCC3)ccc2O1	-0.7	57.2	-73.7	-2.9
COc1ccc(CN(C)C[C@H]2Oc3ccc(NS(=O)(=O)c4c(C)noc4C)cc3CC(=O)N([C@H](C)CO)C[C@H]2C)cc1	0.4	30.3	-11.7	6.2
C/C=C/c1ccc([C@@H]2[C@@H](CO)N(C(C)=O)[C@H]2CN(CC)C(=O)CC)cc1	-0.4	100.7*	4.8	-7.8
CC(=O)N(C)C[C@@H]1Oc2ncc(C#Cc3cccc(F)c3)cc2C(=O)N([C@H](C)CO)C[C@H]1C	-2.8	-5.6	17.3	-7.3
COc1ccc(NC(=O)Nc2cccc3c2O[C@H](CN(C)Cc2ccc4c(c2)OCO4)[C@@H](C)CN([C@H](C)CO)C3=O)cc1	1.3	-1.4	7.2	4.4
CNC[C@H]1Oc2ccc(NS(=O)(=O)c3ccc(C)cc3)cc2C(=O)N([C@H](C)CO)C[C@@H]1C	-1.2	.	2.6	4.0
OC[C@H]1Nc2ccc(-c3ccc(F)cc3)cc2[C@H]2[C@@H]1CCN2Cc1ccc(F)cc1	.	35.7	-57.3	34.0
C[C@H](CO)N1C[C@H](C)[C@@H](CN(C)S(=O)(=O)c2ccc(F)cc2)Oc2ccc(NS(=O)(=O)c3ccc(Cl)cc3)cc2C1=O	0.6	6.0	-24.4	-2.1
C[C@H]1CN([C@@H](C)CO)C(=O)c2cccc(NS(=O)(=O)c3ccc(Cl)cc3)c2O[C@H]1CN(C)Cc1ccc(-c2ccccc2)cc1	.	82.7	-19.9	14.8
C[C@@H]1CN([C@H](C)CO)C(=O)c2cc(NC(=O)NC3CCCCC3)ccc2O[C@@H](C)CCCCO[C@@H]1CN(C)S(=O)(=O)c1cccs1	-2.6	89.5	-84.3*	-5.5
O=C(C[C@@H]1CC[C@@H]2[C@H](COC[C@@H](O)CN2Cc2cccc(C(F)(F)F)c2)O1)NCc1ccc(F)cc1	0.0	29.6	-20.3	.
Cc1ccc(S(=O)(=O)Nc2ccc3c(c2)CC(=O)N([C@H](C)CO)C[C@@H](C)[C@@H](CN(C)C(=O)Nc2ccc(F)cc2)O3)cc1	-2.6	12.2	18.5	0.1
CN1CCCCN2[C@@H](CO)[C@H](c3ccc(C#CC4(O)CCCC4)cc3)[C@@H]2C1	1.3	35.1	15.3	-6.4
CCC(=O)N[C@@H]1C=C[C@H](CC(=O)NCC2CC2)O[C@@H]1CO	-1.0	.	49.4	-2.3
C[C@@H]1CCCCO[C@H](CN(C)CC2CCCCC2)[C@H](C)CN([C@H](C)CO)C(=O)c2cc(NC(=O)CCCN(C)C)ccc2O1	3.1	-33.5	?	12.9
C[C@H](CO)N1C[C@H](C)[C@@H](CN(C)Cc2ccc(C(=O)Nc3ccccc3N)cc2)Oc2ccc(NS(=O)(=O)c3ccc(Cl)cc3)cc2CC1=O	-1.8	82.9	-61.6	3.0
COCC(=O)N1CCCCN2[C@@H](CO)[C@@H](c3ccc(C#Cc4ccccc4)cc3)[C@@H]2C1	-0.5	91.5	24.3	7.8
C[C@@H]1CCCCO[C@@H](CN(C)S(=O)(=O)c2ccc(Cl)cc2)[C@@H](C)CN([C@H](C)CO)C(=O)c2cc(NS(C)(=O)=O)ccc2O1	-0.2	-34.2	-41.4	3.8
COc1ccc(S(=O)(=O)N(C)C[C@@H]2OCCCC[C@H](C)Oc3ccc(NC(=O)Nc4cccc5ccccc45)cc3C(=O)N([C@H](C)CO)C[C@@H]2C)cc1	-1.5	82.1	-56.5	1.4
O=C1CN(S(=O)(=O)Cc2ccccc2)C[C@@H]2[C@H](c3ccc(C#Cc4ccccc4)cc3)[C@H](CO)N12	-2.2	.	-37.1	-6.2
CO[C@H]1CN(C)C(=O)c2cc(NC(=O)NC(C)C)ccc2OC[C@H](C)N(CCC(F)(F)F)C[C@@H]1C	-0.8	39.3	-22.5	-0.4
C[C@H](CO)N1C[C@H](C)[C@H](CN(C)Cc2ccc(F)cc2)Oc2ncc(-c3ccc(F)cc3)cc2C1=O	-0.6	15.8&10.5	-19.0&-3.3	22.6&22.5
C[C@H](CO)N1C[C@H](C)[C@@H](CN(C)Cc2ccccc2)OCCCC[C@H](C)Oc2ccc(N(C)C)cc2C1=O	2.8	100.1*!	-12.9&6.6	-2.6
O=C(C[C@H]1CC[C@@H]2[C@H](COC[C@@H](O)CN2C(=O)c2cnccn2)O1)NCc1ccc(Oc2ccccc2)cc1	1.1	.	-1.9	-11.8&-14.1
COc1cccc(C#Cc2cnc3c(c2)C(=O)N([C@@H](C)CO)C[C@@H](C)[C@@H](CN(C)C(=O)C2CCC2)O3)c1	-1.8	29.4	-70.6	6.0
CNC(=O)C[C@@H]1CC[C@@H]2[C@H](COC[C@@H](O)CN2Cc2ccc(Cl)c(Cl)c2)O1	-1.2	43.4	24.2	0.9&-9.0
CS(=O)(=O)Nc1ccc2c(c1)[C@@H]1C[C@H](CC(=O)NCc3ccc(Oc4ccccc4)cc3)O[C@@H](CO)[C@@H]1O2	-2.4	-46.9	-8.0	0.1
O=C(NCC1CCCCC1)[C@H]1[C@H](CO)[C@H]2Cn3c(cccc3=O)[C@H]2N1C(=O)CC1CC1	-0.4	100.8*	.	-5.8
C[C@H]1CN([C@@H](C)CO)C(=O)c2cc(N(C)C)ccc2O[C@@H]1CN(C)S(=O)(=O)c1ccc(F)cc1	1.3	.	-3.1	0.1
C[C@@H]1CCCCO[C@H](CN(C)S(C)(=O)=O)[C@H](C)CN([C@@H](C)CO)C(=O)c2cc(NC(=O)Nc3ccccc3)ccc2O1	1.9	64.4	0.1	-0.4
C[C@@H]1CN([C@H](C)CO)C(=O)c2cc(-c3cccc(F)c3)cnc2O[C@H]1CN(C)C(=O)C1CCC1	-1.3	.	-7.2	2.0
CO[C@@H]1CN(C)C(=O)c2ccc(NC(=O)C3CC3)cc2OC[C@@H](C)N(C)C[C@H]1C	2.6	.	10.1	.
C[C@H](CO)N1C[C@H](C)[C@@H](CN(C)C(=O)Nc2ccc3c(c2)OCO3)Oc2c(NS(=O)(=O)c3cn(C)cn3)cccc2C1=O	0.2	-95.6	27.3	.
C[C@@H]1CN([C@H](C)CO)C(=O)c2cc(-c3cccc(C#N)c3)cnc2O[C@@H]1CN(C)C(=O)C1CCOCC1	-0.1	18.4	41.6	-0.4
C[C@H](CO)N1C[C@H](C)[C@@H](CN(C)Cc2ccccc2C(F)(F)F)OCc2cn(nn2)CCCC1=O	0.5	22.8	0.8	1.7
CC(C)NC(=O)N(C)C[C@H]1OCCCC[C@@H](C)Oc2ccc(NS(=O)(=O)c3ccc(F)cc3)cc2C(=O)N([C@@H](C)CO)C[C@H]1C	12.6	-1.9	.	3.0
C/C=C/c1ccc2c(c1)[C@@H]1[C@@H](CCN1C(=O)c1cnccn1)[C@H](CO)N2	-1.3	73.1	-2.9	-2.6
C[C@@H]1CN([C@@H](C)CO)S(=O)(=O)c2ccc(-c3ccc(C(=O)N(C)C)cc3)cc2O[C@@H]1CN(C)C	5.8	-67.6	24.7	-0.9
CC=Cc1ccc2n(c1=O)C[C@@H]1[C@@H](CO)[C@H](C(=O)NCC3CC3)N(Cc3ccccn3)[C@H]21 (mixture of isomers)	10.1	90.4	-19.8	4.0
O=C(Cc1ccccn1)N[C@H]1CC[C@@H](CCn2cc(-c3ccccc3)nn2)O[C@@H]1CO	1.5	13.8	-6.4	.
C[C@@H]1CN([C@H](C)CO)S(=O)(=O)c2ccc(Br)cc2O[C@H]1CN(C)C(=O)C1CC1	-1.5	25.6	-9.3&-18.7	4.3&-0.2
C/C=C/c1ccc([C@@H]2[C@@H](CO)N(C(=O)c3cnccn3)C23CN(C(=O)CC)C3)cc1	0.1	.	4.7	-0.1
C/C=C/c1cnc2c(c1)C(=O)N([C@@H](C)CO)C[C@H](C)[C@H](CN(C)S(=O)(=O)c1ccccc1F)O2	-0.3	.	-14.2	-1.4

4 of the compounds above, with values under each structure:
Every second line gives: GASC1 inh	T cruzi growth	Pf Dd2 growth	C diff HTS
- O=C(Cc1ccccn1)N[C@H]1CC[C@@H](CCn2cc(-c3ccccc3)nn2)O[C@@H]1CO
  1.5	13.8	-6.4	.
- C/C=C/c1ccc2c(c1)[C@@H]1[C@@H](CCN1C(=O)c1cnccn1)[C@H](CO)N2
  -1.3	73.1	-2.9	-2.6
- C/C=C/c1ccc([C@@H]2[C@@H](CO)N(C(=O)c3cnccn3)C23CN(C(=O)CC)C3)cc1
  0.1	.	4.7	-0.1
- C/C=C/c1cnc2c(c1)C(=O)N([C@@H](C)CO)C[C@H](C)[C@H](CN(C)S(=O)(=O)c1ccccc1F)O2
  -0.3	.	-14.2	-1.4

Further compounds follow:
SMILES	GASC1 inh	T cruzi growth	Pf Dd2 growth	C diff HTS
CCCN1[C@@H]2c3ccc(-c4ccccc4F)c(=O)n3C[C@H]1[C@H](CO)[C@H]2C(=O)NCc1ccccn1	-1.6	.	11.1	-4.2
O=C(C[C@H]1CC[C@H](NC(=O)Nc2ccc(C(F)(F)F)cc2)[C@@H](CO)O1)NCCN1CCCC1	0.3	-22.1	17.4	.
CC(C)NC(=O)Nc1ccc2c(c1)C(=O)N([C@@H](C)CO)C[C@H](C)[C@H](CN(C)C(=O)Nc1ccccc1)OCCCC[C@@H](C)O2	0.4	13.0	-15.7	-3.4
CCCNC(=O)C[C@H]1C[C@@H]2c3cc(NC(=O)c4ccc5c(c4)OCO5)ccc3O[C@@H]2[C@H](CO)O1	-2.4	-43.8	-5.9	-0.7
C[C@H](CO)N1C[C@H](C)[C@@H](CN(C)Cc2ccc(O)cc2)OCc2cn(nn2)CCCC1=O	0.1	4.8	-13.4	0.7
C[C@@H]1CCCCO[C@H](CN(C)C(=O)c2ccncc2)[C@@H](C)CN([C@H](C)CO)C(=O)c2cc(N(C)C)ccc2O1	3.4	8.4	23.7	-0.5
COCC(=O)N1C[C@H](C)[C@H](OC)CN(C)C(=O)c2cc(NC(=O)Nc3ccccc3)ccc2OC[C@@H]1C	17.6	-52.9	-29.8	.
O=C(C[C@H]1CC[C@H](NC(=O)Nc2ccccc2F)[C@@H](CO)O1)NCc1ccccc1	-2.0	-37.8	13.3	0.8
CN(C)CCCNC(=O)C[C@@H]1CC[C@@H]2[C@@H](COc3ccc(NC(=O)c4cccc(F)c4)cc3C(=O)N2C)O1	1.0	9.4	10.2	-4.7
O=C([C@H]1[C@H](CO)[C@H]2Cn3c(ccc(C4=CCCCC4)c3=O)[C@H]2N1Cc1nccs1)N1CCCCC1	2.9	-0.5	-4.7	-3.1
COc1ccccc1NC(=O)N1CCCCN2[C@@H](CO)[C@H](c3ccc(C#CC4CC4)cc3)[C@@H]2C1	.	.	-78.6	29.2
COc1ccc(-c2ccccc2[C@H]2[C@@H](C#N)N(C(=O)C3CC3)[C@H]2CO)cc1	-0.7	.	8.0	-10.2
CO[C@@H]1CN(C)C(=O)c2ccc(NC(=O)NC3CCCCC3)cc2OC[C@@H](C)NC[C@H]1C	-3.9	46.1	19.7	.
O=C(C[C@H]1C[C@H]2c3cc(NC(=O)NC4CCCC4)ccc3O[C@H]2[C@@H](CO)O1)NCc1ccncc1	-8.0	-14.1	16.8	3.7
Cc1noc(C)c1S(=O)(=O)N(C)C[C@H]1Oc2ccc(NC(=O)Nc3cccc4ccccc34)cc2CC(=O)N([C@H](C)CO)C[C@@H]1C	-1.5	35.9	-49.8	-6.0
C[C@@H]1CCCCO[C@H](CN(C)Cc2ccncc2)[C@H](C)CN([C@@H](C)CO)C(=O)c2cc(NS(=O)(=O)c3cn(C)cn3)ccc2O1	12.5	16.8	42.4	0.4
O=C(CN1CCOCC1)N1CC[C@H]2[C@H](CO)Nc3ccc(Br)cc3[C@H]21	-0.7	1.1	62.6	0.4
